RGS4-Gao reg: human RGS4-Galphao interaction regulation. binding response (% of control), % at 10 µM. Multiplexed bead flow cytometry, RGS4-Galphao binding; actives lie on both sides. P09471. AID 1415. 0.33% of 220,000 active; in the data active = binding response below about 49% or above about 150%; inactive = in between;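 note: fluorescent Galphao activated with aluminum fluoride binding bead-coupled RGS4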
Bfl-1 Bim block: human Bim-Bfl-1 interaction inhibition; inhibition, % at 10 µM; Bead-based flow cytometry, Bim-Bfl-1 binding inhibition; 0.12% of 190,000 active;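 note: 0% = wells without compound plus tracer and 100% = blocker peptide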
ABCB1 inh: inhibitors of human ABCB1 transporter, ABCG2 counter-screen | inhibition, % at 6.6 µM | CCRF-Adr cells, JC-1 efflux, flow cytometry | P08183 | 0.067% of 190,000 active | AID 1326; in the data active = inhibition above about 40%;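 note: 0% = vehicle and 100% = reference inhibitor; higher value means more JC-1 retained so stronger ABCB1 efflux block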
Target sequence (P08183 whole entry, looked up): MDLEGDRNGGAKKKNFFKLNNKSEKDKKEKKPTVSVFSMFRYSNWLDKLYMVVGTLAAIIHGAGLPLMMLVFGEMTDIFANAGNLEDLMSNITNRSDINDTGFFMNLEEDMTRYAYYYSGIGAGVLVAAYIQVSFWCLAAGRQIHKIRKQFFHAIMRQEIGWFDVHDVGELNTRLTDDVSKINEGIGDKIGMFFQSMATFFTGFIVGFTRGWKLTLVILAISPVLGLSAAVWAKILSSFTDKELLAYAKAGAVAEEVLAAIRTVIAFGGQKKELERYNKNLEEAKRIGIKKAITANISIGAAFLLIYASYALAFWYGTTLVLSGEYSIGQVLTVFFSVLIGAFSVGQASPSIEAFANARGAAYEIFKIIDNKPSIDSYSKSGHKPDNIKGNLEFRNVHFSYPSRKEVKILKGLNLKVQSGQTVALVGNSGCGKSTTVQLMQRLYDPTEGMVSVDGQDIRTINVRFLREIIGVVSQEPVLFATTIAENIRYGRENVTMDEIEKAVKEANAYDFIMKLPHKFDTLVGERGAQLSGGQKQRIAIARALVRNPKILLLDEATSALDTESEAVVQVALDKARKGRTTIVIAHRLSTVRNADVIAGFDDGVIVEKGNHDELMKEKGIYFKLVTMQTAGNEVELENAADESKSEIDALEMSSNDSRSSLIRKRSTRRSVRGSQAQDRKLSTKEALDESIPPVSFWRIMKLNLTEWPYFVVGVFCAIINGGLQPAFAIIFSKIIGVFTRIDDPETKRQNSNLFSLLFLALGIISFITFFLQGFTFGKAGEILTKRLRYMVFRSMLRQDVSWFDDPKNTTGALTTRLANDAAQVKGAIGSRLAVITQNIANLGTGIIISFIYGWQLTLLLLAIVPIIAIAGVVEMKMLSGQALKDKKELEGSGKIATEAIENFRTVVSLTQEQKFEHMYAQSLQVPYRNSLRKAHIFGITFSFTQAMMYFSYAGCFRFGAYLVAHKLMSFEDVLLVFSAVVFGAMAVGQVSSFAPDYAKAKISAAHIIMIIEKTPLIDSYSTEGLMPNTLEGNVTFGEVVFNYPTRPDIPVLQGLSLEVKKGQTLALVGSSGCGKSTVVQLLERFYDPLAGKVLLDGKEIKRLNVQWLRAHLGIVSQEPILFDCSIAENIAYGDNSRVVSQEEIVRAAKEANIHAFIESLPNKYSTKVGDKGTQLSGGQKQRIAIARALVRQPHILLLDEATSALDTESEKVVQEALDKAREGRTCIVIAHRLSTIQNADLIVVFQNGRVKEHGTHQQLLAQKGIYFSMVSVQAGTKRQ
RGS8-Gao reg: human RGS8-Galphao interaction regulation; response (percent of control binding), % at 10 µM; AID 1423; multiplexed bead flow cytometry, RGS8-Galphao binding; actives lie on both sides; 0.34% of 220,000 active; in the data active = response below about 60% or above about 140%; inactive = in between;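 note: Galphao activated as the GDP aluminium fluoride complex binding bead-coupled RGS8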
Bim-Bcl-B: human Bim-Bcl-B interaction inhibition. bead-based flow cytometry, Bim peptide-Bcl-B binding. inhibition, % at 10 µM. 0.073% of 190,000 active. AID 951;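 note: 0% = tracer peptide without compound and 100% = reference inhibitor peptide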
ABCG2 block: human ABCG2 inhibition, ABCB1 as counter-screen. Q9UNQ0. IgMXP3 cells, JC-1 efflux, flow cytometry. inhibition, % at 6.6 µM. 0.1% of 190,000 active. AID 1325;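 active = inhibition above 80%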;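 note: 0% = DMSO and 100% = nicardipine control wells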
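Test system: IgMXP3 cells (ABCG2) mixed with DDAO far-red-labelled CCRF-Adr cells (ABCB1). Reagent: JC-1 transporter substrate. Compound dosing: single test compound dose, 6.6 µM final. Times: 10 min compound exposure, 25 °C. Detection: flow cytometry of retained JC-1 fluorescence. Read-out basis: efflux inhibition in percent versus controls. Controls: nicardipine and DMSO wells.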
Bim-Bcl-XL: human Bim-Bcl-XL interaction inhibition | Q07817 | Bim peptide-Bcl-XL binding, bead flow cytometry, fluorescence | inhibition, % at 10 µM | 0.04% of 190,000 active
RGS7-Gao: human RGS7-Galphao interaction regulation; P09471; Multiplexed bead flow cytometry, RGS7-Galphao binding; actives lie on both sides; binding response (% of control), % at 10 µM; 0.35% of 220,000 active; in the data active = binding response below about 49% or above about 150%; inconclusive = no clear call, values can overlap the other calls; inactive = in between;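 note: fluorescent Galphao held in activated GDP-AlF4 state binding bead-coupled RGS7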
Bcl-2 Bim block: disrupts Bim peptide binding to human Bcl-2; 0.06% of 190,000 active; inhibition, % at 10 µM; P10415; AID 950; Bead-based flow cytometry, Bim peptide-Bcl-2 binding; in the data active = inhibition above about 40%; inconclusive = no clear call, values can overlap the other calls;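 note: 0% = no compound wells with probe peptide and 100% = reference peptide inhibitor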
Bim-Bcl-W: human Bim-Bcl-W interaction inhibition; Q92843; bead-based flow cytometry, Bim peptide-Bcl-W binding; 0.02% of 190,000 active; inhibition, % at 10 µM;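 note: 0% = bound tracer without compound and 100% = peptide blocker; higher means less fluorescent Bim peptide bound to Bcl-W beads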
GSH fluor: compound fluoresces at 488/530 nm on GSH beads; GSH beads flow cytometry, compound fluorescence 488/530 nm; active compounds read high; fluorescence (KMESF) at 10 µM; 0.25% of 190,000 active; AID 1776; in the data active = fluorescence above about 89;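 note: glutathione beads carrying GST-tagged Bcl family fusion proteins plus one bare bead set; values are compound well signal with DMSO vehicle wells as background; inactives centre near 16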
The depositor's hits bear a star. Cut-off read from the data, not from the text of the source, unless noted: active = inhibition above about 40%. An unsorted share of the library. Share with any hit: about 1.1%.

For COC(=O)c1cc(NC(=O)Cc2ccccc2[N+](=O)[O-])cc(C(=O)OC)c1 the results were RGS4-Gao reg 103, Bfl-1 Bim block -11, ABCB1 inh 0.1, RGS8-Gao reg 98, Bim-Bcl-B -7, ABCG2 block 3, Bim-Bcl-XL 4, RGS7-Gao 98, Bcl-2 Bim block -4, Bim-Bcl-W 2 and GSH fluor 36.
For Cc1ccc(Nc2nc(N)nc(CN3CCN(C)CC3)n2)cc1C the results were RGS4-Gao reg 109, Bfl-1 Bim block -1, ABCB1 inh -0.2, RGS8-Gao reg 131, Bim-Bcl-B 0, ABCG2 block 12, Bim-Bcl-XL -5, RGS7-Gao 107, Bcl-2 Bim block 4, Bim-Bcl-W -3 and GSH fluor 24.
COc1ccc(-n2cccc2/C=C/[N+](=O)[O-])cc1 was read as RGS4-Gao reg 99, Bfl-1 Bim block 15, ABCB1 inh -4.0, RGS8-Gao reg 93, Bim-Bcl-B -22, ABCG2 block -12, Bim-Bcl-XL -1, RGS7-Gao 97, Bcl-2 Bim block 7, Bim-Bcl-W 5 and GSH fluor 10.
Screening CCOC(=O)Cc1csc(NC(=O)CCCN2C(=O)c3ccccc3C2=O)n1 returned RGS4-Gao reg 105, Bfl-1 Bim block -12, ABCB1 inh 0.4, RGS8-Gao reg 102, Bim-Bcl-B -3, ABCG2 block 1, Bim-Bcl-XL -4, RGS7-Gao 105, Bcl-2 Bim block -1, Bim-Bcl-W -1 and GSH fluor 20.
For Cc1ccc(/C=N/Nc2ccc(Cl)c(C(=O)O)c2)s1 the results were RGS4-Gao reg 100, Bfl-1 Bim block -15, ABCB1 inh -0.2, RGS8-Gao reg 99, Bim-Bcl-B -3, ABCG2 block -1, Bim-Bcl-XL -3, RGS7-Gao 101, Bcl-2 Bim block -3, Bim-Bcl-W 2 and GSH fluor 11.
COC(=O)c1c[nH]n2c(=O)c(Cl)c(C)nc12 was read as RGS4-Gao reg 99, Bfl-1 Bim block -4, ABCB1 inh 1.3, RGS8-Gao reg 102, Bim-Bcl-B -11, ABCG2 block 13, Bim-Bcl-XL -10, RGS7-Gao 96, Bcl-2 Bim block -5, Bim-Bcl-W -7 and GSH fluor 23.
For Cc1nnc(-c2ccc(Oc3ccc(C)c(C)c3)c([N+](=O)[O-])c2)o1 the results were RGS4-Gao reg 99, Bfl-1 Bim block 9, ABCB1 inh 1.5, RGS8-Gao reg 99, Bim-Bcl-B 0, ABCG2 block 21, Bim-Bcl-XL -6, RGS7-Gao 97, Bcl-2 Bim block 4, Bim-Bcl-W -2 and GSH fluor 9.
Screening COc1ccc(CCNc2nc(-c3ccc(NC(C)=O)cc3)cs2)cc1OC returned RGS4-Gao reg 102, Bfl-1 Bim block 6, ABCB1 inh 0.7, RGS8-Gao reg 99, Bim-Bcl-B 1, ABCG2 block 6, Bim-Bcl-XL -1, RGS7-Gao 107, Bcl-2 Bim block 1, Bim-Bcl-W 0 and GSH fluor 17.
Brc1cc(Br)c2nc(-c3cccs3)ccc2c1 was read as RGS4-Gao reg 97, Bfl-1 Bim block -8, ABCB1 inh -0.7, RGS8-Gao reg 96, Bim-Bcl-B -6, ABCG2 block -3, Bim-Bcl-XL -3, RGS7-Gao 95, Bcl-2 Bim block -6, Bim-Bcl-W 3 and GSH fluor 11.
CCN(CC(=O)Nc1cc(C)c(Cl)cc1OC)CC(=O)NC1CCS(=O)(=O)C1 (stereo not given) was read as RGS4-Gao reg 101, Bfl-1 Bim block -2, ABCB1 inh 0.8, RGS8-Gao reg 101, Bim-Bcl-B 0, ABCG2 block 5, Bim-Bcl-XL 0, RGS7-Gao 102, Bcl-2 Bim block -4, Bim-Bcl-W 2 and GSH fluor 7.
Screening O=C(NC(=O)N1CCCCC1)c1ccccc1 returned RGS4-Gao reg 104, Bfl-1 Bim block -5, ABCB1 inh 0.3, RGS8-Gao reg 103, Bim-Bcl-B -7, ABCG2 block -1, Bim-Bcl-XL -5, RGS7-Gao inconclusive, Bcl-2 Bim block -3, Bim-Bcl-W -2 and GSH fluor 16.
Cc1ccc(-c2cc(=O)c3ccccc3[nH]2)cc1 was read as RGS4-Gao reg 98, Bfl-1 Bim block 1, ABCB1 inh 0.6, RGS8-Gao reg 95, Bim-Bcl-B -1, ABCG2 block 17, Bim-Bcl-XL -1, RGS7-Gao 100, Bcl-2 Bim block 0, Bim-Bcl-W 0 and GSH fluor 17.
Screening COc1ccccc1-c1nnc(SCC(=O)Nc2ccc(Cl)cc2Cl)o1 returned RGS4-Gao reg 96, Bfl-1 Bim block -10, ABCB1 inh 0.5, RGS8-Gao reg 99, Bim-Bcl-B -6, ABCG2 block 3, Bim-Bcl-XL -4, RGS7-Gao 98, Bcl-2 Bim block -10, Bim-Bcl-W 1 and GSH fluor 9.
Cc1ccc(NC(=O)NNC(=O)C2CCN(Cc3ccc(F)cc3Cl)CC2)cc1 was read as RGS4-Gao reg 101, Bfl-1 Bim block -8, ABCB1 inh 0.6, RGS8-Gao reg 104, Bim-Bcl-B -3, ABCG2 block 1, Bim-Bcl-XL 0, RGS7-Gao 101, Bcl-2 Bim block -1, Bim-Bcl-W -2 and GSH fluor 13.
`CC(C(=O)NC1=NCCS1)N1C(=O)C2CC=CCC2C1=O` (stereo not given) gave RGS4-Gao reg 105, Bfl-1 Bim block -8, ABCB1 inh 0.0, RGS8-Gao reg 100, Bim-Bcl-B -8, ABCG2 block 1, Bim-Bcl-XL -2, RGS7-Gao 103, Bcl-2 Bim block -7, Bim-Bcl-W 1 and GSH fluor 44.
CN(C)C(=O)c1ccc2c3c(cccc13)CC2 was read as RGS4-Gao reg 89, Bfl-1 Bim block -6, ABCB1 inh 0.1, RGS8-Gao reg 98, Bim-Bcl-B -3, ABCG2 block 0, Bim-Bcl-XL -3, RGS7-Gao 103, Bcl-2 Bim block -5, Bim-Bcl-W 0 and GSH fluor 13.
FC(F)(F)c1ccc(NC(=S)NCc2ccccc2)cc1 was read as RGS4-Gao reg 101, Bfl-1 Bim block -3, ABCB1 inh 0.6, RGS8-Gao reg 103, Bim-Bcl-B -13, ABCG2 block 2, Bim-Bcl-XL -3, RGS7-Gao 99, Bcl-2 Bim block -4, Bim-Bcl-W -4 and GSH fluor 17.
Screening O=C(NN1CCN(Cc2ccccc2)CC1)c1ccc(N2CCOCC2)c([N+](=O)[O-])c1 returned RGS4-Gao reg 102, Bfl-1 Bim block 0, ABCB1 inh 0.3, RGS8-Gao reg 104, Bim-Bcl-B -2, ABCG2 block 14, Bim-Bcl-XL -2, RGS7-Gao 100, Bcl-2 Bim block -3, Bim-Bcl-W 0 and GSH fluor 12.
Screening Cc1ccc2nc(NCCCNC(=O)c3cnccn3)c(C#N)cc2c1 returned RGS4-Gao reg 102, Bfl-1 Bim block 0, ABCB1 inh 1.0, RGS8-Gao reg 103, Bim-Bcl-B -3, ABCG2 block 14, Bim-Bcl-XL -1, RGS7-Gao 101, Bcl-2 Bim block -4, Bim-Bcl-W -1 and GSH fluor 27.
O=C(COc1ccccc1C(=O)Nc1ccccc1)NCCc1ccccc1 was read as RGS4-Gao reg 101, Bfl-1 Bim block -7, ABCB1 inh 1.2, RGS8-Gao reg 103, Bim-Bcl-B -3, ABCG2 block 5, Bim-Bcl-XL -3, RGS7-Gao 104, Bcl-2 Bim block -5, Bim-Bcl-W -4 and GSH fluor 17.
`Cc1nc2ccc(NC(=O)COc3ccccc3C)cc2s1` gave RGS4-Gao reg 105, Bfl-1 Bim block -2, ABCB1 inh -0.4, RGS8-Gao reg 101, Bim-Bcl-B -4, ABCG2 block 1, Bim-Bcl-XL 0, RGS7-Gao 106, Bcl-2 Bim block -3, Bim-Bcl-W 1 and GSH fluor 72.
Screening Cc1ccc(S(=O)(=O)N2CCC[C@H]2C(=O)OC(C)C(=O)Nc2ncc(Cl)cc2Cl)cc1 (stereo not given in full) returned RGS4-Gao reg 100, Bfl-1 Bim block 0, ABCB1 inh 1.8, RGS8-Gao reg 101, Bim-Bcl-B 0, ABCG2 block 2, Bim-Bcl-XL 1, RGS7-Gao 101, Bcl-2 Bim block -2, Bim-Bcl-W 1 and GSH fluor 24.
Screening O=C(Cc1nc(-c2ccc(Br)s2)cs1)NCCN1CCOCC1 returned RGS4-Gao reg 90, Bfl-1 Bim block 4, ABCB1 inh -2.9, RGS8-Gao reg 85, Bim-Bcl-B -11, ABCG2 block -2, Bim-Bcl-XL -3, RGS7-Gao 86, Bcl-2 Bim block -4, Bim-Bcl-W -2 and GSH fluor 24.
For Cn1c(=O)c2c(nc(Br)n2CC(=O)C23CC4CC(CC(C4)C2)C3)n(C)c1=O the results were RGS4-Gao reg 102, Bfl-1 Bim block -11, ABCB1 inh 0.8, RGS8-Gao reg 99, Bim-Bcl-B -5, ABCG2 block 8, Bim-Bcl-XL 3, RGS7-Gao 101, Bcl-2 Bim block -8, Bim-Bcl-W 3 and GSH fluor 47.
`COCCCn1c2nc3ccccc3nc2c2c(=O)n(Cc3ccc(Cl)cc3)cnc21` gave RGS4-Gao reg 71, Bfl-1 Bim block 1, ABCB1 inh 4.8, RGS8-Gao reg 86, Bim-Bcl-B 1, ABCG2 block 6, Bim-Bcl-XL -3, RGS7-Gao 82, Bcl-2 Bim block 1, Bim-Bcl-W 1 and GSH fluor 14.
`COC(=O)Cc1ccc(NC(=S)NCCC(C)C)cc1` gave RGS4-Gao reg 102, Bfl-1 Bim block -3, ABCB1 inh 0.4, RGS8-Gao reg 105, Bim-Bcl-B -8, ABCG2 block 2, Bim-Bcl-XL -9, RGS7-Gao 102, Bcl-2 Bim block -5, Bim-Bcl-W -5 and GSH fluor 9.
COc1cccc(-c2cc(=O)[nH][nH]2)c1 was read as RGS4-Gao reg 99, Bfl-1 Bim block -7, ABCB1 inh 0.8, RGS8-Gao reg 97, Bim-Bcl-B 0, ABCG2 block 1, Bim-Bcl-XL 0, RGS7-Gao 94, Bcl-2 Bim block 0, Bim-Bcl-W 0 and GSH fluor 16.
O=C(Nc1ccccc1Cl)N1CCSc2ccccc21 was read as RGS4-Gao reg 101, Bfl-1 Bim block 3, ABCB1 inh 1.0, RGS8-Gao reg 100, Bim-Bcl-B 3, ABCG2 block 9, Bim-Bcl-XL -3, RGS7-Gao inconclusive, Bcl-2 Bim block -1, Bim-Bcl-W -2 and GSH fluor 17.
For CCCCNC(=O)CSc1nc2ccc(N3CCOCC3)cc2c(=O)n1Cc1ccc(OC)cc1 the results were RGS4-Gao reg 92, Bfl-1 Bim block -1, ABCB1 inh 7.3, RGS8-Gao reg 94, Bim-Bcl-B -11, ABCG2 block 4, Bim-Bcl-XL -3, RGS7-Gao 90, Bcl-2 Bim block -5, Bim-Bcl-W -1 and GSH fluor 18.

Bioassay records (PubChem)
